GDH-TPI inh – GDH-TPI coupled enzyme inhibition counter-screen | GDH-TPI coupled enzyme counterscreen, NADH absorbance | inhibition, % at 4.8 µM | 360,000 compounds, 1.2% hits;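 also: 0% = DMSO wells and 100% = wells lacking the enzyme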
Rv3671c inh – Rv3671c (M. tuberculosis) protease inhibition. P9WHR9. inhibition, % at 5.96 µM. 320,000 compounds, 0.048% hits; in the data active = inhibition above about 38%;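 also: extracellular domain of Rv3671c used as enzyme; 0% = enzyme with DMSO and 100% = no enzyme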
Target sequence (P9WHR9 whole entry, looked up, the tested form may be a part): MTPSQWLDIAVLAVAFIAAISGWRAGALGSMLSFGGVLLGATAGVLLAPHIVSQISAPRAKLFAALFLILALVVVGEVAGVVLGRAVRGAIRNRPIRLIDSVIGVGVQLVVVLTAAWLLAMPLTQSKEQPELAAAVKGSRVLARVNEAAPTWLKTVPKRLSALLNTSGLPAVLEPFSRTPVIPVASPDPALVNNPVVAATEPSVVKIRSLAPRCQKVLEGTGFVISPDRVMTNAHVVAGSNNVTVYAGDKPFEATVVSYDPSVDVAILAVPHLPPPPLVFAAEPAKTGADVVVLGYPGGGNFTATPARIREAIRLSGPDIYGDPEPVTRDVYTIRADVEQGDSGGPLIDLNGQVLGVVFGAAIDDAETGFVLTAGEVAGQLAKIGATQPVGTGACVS
BoNT F protease – blocks Botulinum neurotoxin F light chain protease; Multiplex microsphere protease cleavage assay, flow cytometry; inhibition, % at 10 µM; 360,000 compounds, 0.22% hits; AID 588497; in the data active = inhibition above about 35%, passing the limit was not always enough; inconclusive = no clear call, values can overlap the other calls; also: plate controls were buffer without enzyme for full effect and enzyme alone for no effect
BioA inh – BioA (M. tuberculosis) enzyme inhibition. purified M. tuberculosis BioA enzyme, plate reader. inhibition, % at 9.99 µM. 360,000 compounds, 0.096% hits. AID 602481; in the data active = inhibition above about 40%; inconclusive = no clear call, values can overlap the other calls
FadD28 FP inh – inhibitors of Mycobacterium tuberculosis FadD28 bisubstrate binding | inhibition, % at 12.5 µM | 360,000 compounds, 0.22% hits | FadD28 bisubstrate probe binding, fluorescence polarization; in the data active = inhibition above about 8.5%, passing the limit was not always enough; inconclusive = no clear call, values can overlap the other calls
Mtb FBA inh – inhibitors of M. tuberculosis fructose-bisphosphate aldolase; P9WQA3; purified M. tuberculosis FBA, fluorescence read-out; inhibition, % at 1 µM; 360,000 compounds, 2.3% hits; AID 588726; in the data active = inhibition above about 27%;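 also: 0% = vehicle and 100% = reference inhibitor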
Target sequence (P9WQA3 whole entry, looked up): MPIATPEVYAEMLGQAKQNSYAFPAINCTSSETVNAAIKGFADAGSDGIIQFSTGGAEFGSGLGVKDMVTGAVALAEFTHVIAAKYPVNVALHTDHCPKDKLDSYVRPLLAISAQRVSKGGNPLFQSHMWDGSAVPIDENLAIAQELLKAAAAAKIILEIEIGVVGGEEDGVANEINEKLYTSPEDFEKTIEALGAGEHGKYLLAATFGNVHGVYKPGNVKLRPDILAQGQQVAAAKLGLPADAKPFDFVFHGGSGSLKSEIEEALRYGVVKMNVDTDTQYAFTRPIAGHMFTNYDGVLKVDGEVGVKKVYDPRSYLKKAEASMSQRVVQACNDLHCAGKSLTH
UGM FP inh – inhibitors of M. tuberculosis UDP-galactopyranose mutase. P9WIQ1. purified UGM, fluorescence polarization probe displacement. inhibition, % at 10 µM. 320,000 compounds, 0.06% hits. AID 504406; in the data active = inhibition above about 10%, passing the limit was not always enough; inconclusive = no clear call, values can overlap the other calls
DUSP3 inh – inhibitors of human VHR1 phosphatase (DUSP3); P51452; recombinant VHR phosphatase, pNPP absorbance; inhibition, % at 13.3 µM; 290,000 compounds, 0.52% hits; in the data active = inhibition above about 50%; also: some compounds called inactive have numbers as strong as hits
CCHF vOTU inh – blocks the CCHF virus ovarian tumor domain protease; CCHFV vOTU protease, Pep-AMC fluorescence; inhibition, % at 11.5 µM; 370,000 compounds, 0.55% hits; also: 0% = vehicle wells with enzyme and 100% = no enzyme wells
MazEF act – activators of E. coli MazEF toxin-antitoxin RNase; P0AE70; FAM/BHQ RNA-DNA oligo cleavage fluorescence, 5 h; activation, % at 20 µM; 350,000 compounds, 0.32% hits; in the data active = activation above about 50%
Target sequence (P0AE70 whole entry, looked up): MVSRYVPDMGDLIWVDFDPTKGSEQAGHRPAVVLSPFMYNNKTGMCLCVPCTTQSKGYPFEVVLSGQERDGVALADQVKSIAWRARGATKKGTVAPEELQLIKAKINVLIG
* hit, by the source's call; u = inconclusive; x = not tested or not shown. Rule as the data show it, unless noted: active = inhibition above about 30%; inactive = the rest.

A first look:
SMILES	GDH-TPI inh	Rv3671c inh	BoNT F protease	BioA inh	FadD28 FP inh	Mtb FBA inh	UGM FP inh	DUSP3 inh	CCHF vOTU inh	MazEF act
O=C(NC(=S)Nc1cccc(C(F)(F)F)c1)c1csnn1	0	-5	4	x	-2.8	1	3.6	8	8	5
Cc1cc(C(=O)OCC(N)=O)c(C)n1-c1ccccc1	0	4	-1	1.9	0.8	0	0.2	-11	-8	7

Main list, from the start:
SMILES	GDH-TPI inh	Rv3671c inh	BoNT F protease	BioA inh	FadD28 FP inh	Mtb FBA inh	UGM FP inh	DUSP3 inh	CCHF vOTU inh	MazEF act
O=C(NC(=S)Nc1cccc(C(F)(F)F)c1)c1csnn1	0	-5	4	x	-2.8	1	3.6	8	8	5
Cc1cc(C(=O)OCC(N)=O)c(C)n1-c1ccccc1	0	4	-1	1.9	0.8	0	0.2	-11	-8	7
C=CC[N+]1(C)C2CCC1CC(O)C2 (configuration not stated)	-8	-4	-2	0.8	-2.5	0	0.7	-11	-8	-1
CC1=C(C#N)c2nc(N)c(C#N)c(C)c2/C1=C\c1ccc(-c2ccccc2C(=O)O)o1	11	x	14	x	12*	-6	x	13	-3	-4
Cc1cccc(NC(=S)NC(C)CCc2ccccc2)c1 (configuration not stated)	5	-3	-2	1.7	-2.7	0	2.2	9	13	-4
Cc1ccc(C)c(OC(C)C(=O)Nc2ccc(S(=O)(=O)Nc3nccs3)cc2)c1 (configuration not stated)	1	-11	1	0.4	-3.8	-2	0.7	38	11	5
CC1CC(=O)NN=C1c1ccc(N)c([N+](=O)[O-])c1 (configuration not stated)	14	-5	0	x	-3.2	-10	0.7	-2	3	-14
O=C(NCc1cccc(Cl)c1)c1ccc(-c2cccnc2)c2ccoc12	-9	x	8	16	-6.1	9	x	x	-6	x
Clc1ccc(-c2nc3ccncc3[nH]2)cc1	4	4	9	x	0.8	8	0.3	2	3	8
COC(=O)/C(C#N)=C/c1c(N2CCN(c3ccccc3)CC2)nc2ccccn2c1=O	6	3	-19	-1.6	x	-1	0.6	-11	-10	1
C[C@H](NC(=O)c1ccccc1Cl)C(=O)OCCOc1ccc(Cl)cc1	3	7	-3	0.0	-1.8	1	-0.5	-5	-5	7
COc1ccc(CN2CCN(C(=O)c3ccc(S(=O)(=O)N4CCCCCC4)cc3)CC2)cc1	14	x	x	-0.7	0.0	-3	x	x	0	3

The closing six entries of the section before come first, to join the parts.
SMILES	GDH-TPI inh	Rv3671c inh	BoNT F protease	BioA inh	FadD28 FP inh	Mtb FBA inh	UGM FP inh	DUSP3 inh	CCHF vOTU inh	MazEF act
CC1CC(=O)NN=C1c1ccc(N)c([N+](=O)[O-])c1 (configuration not stated)	14	-5	0	x	-3.2	-10	0.7	-2	3	-14
O=C(NCc1cccc(Cl)c1)c1ccc(-c2cccnc2)c2ccoc12	-9	x	8	16	-6.1	9	x	x	-6	x
Clc1ccc(-c2nc3ccncc3[nH]2)cc1	4	4	9	x	0.8	8	0.3	2	3	8
COC(=O)/C(C#N)=C/c1c(N2CCN(c3ccccc3)CC2)nc2ccccn2c1=O	6	3	-19	-1.6	x	-1	0.6	-11	-10	1
C[C@H](NC(=O)c1ccccc1Cl)C(=O)OCCOc1ccc(Cl)cc1	3	7	-3	0.0	-1.8	1	-0.5	-5	-5	7
COc1ccc(CN2CCN(C(=O)c3ccc(S(=O)(=O)N4CCCCCC4)cc3)CC2)cc1	14	x	x	-0.7	0.0	-3	x	x	0	3
COc1ccc(NC(=O)c2ccc3c(c2)C(=O)N(Cc2ccncc2)C3=O)cc1S(N)(=O)=O	-10	-7	-3	-1.2	0.7	3	0.3	x	7	-29
COC(=O)c1ccc(NC(=O)C2CC3CCC2C3)cc1 (configuration not stated)	2	-8	-4	-1.5	-1.3	-2	-1.5	x	-10	19
Cc1ccc(C(=O)OCCN(C)Cc2ccccc2)cc1	4	-4	-1	0.8	-0.6	2	1.3	30	7	0
CCCCN(C(=O)CC1OC(=O)c2ccccc21)c1c(N)n(CCCC)c(=O)[nH]c1=O (configuration not stated)	2	-1	x	-0.6	-3.8	-2	1.4	x	-4	0
O=c1c2ccccc2c(C=NC2CCS(=O)(=O)C2)c(O)n1-c1ccccc1 (configuration not stated)	29	1	-4	6.8	-0.4	3	2.3	29	0	4
Cc1cccc(-c2noc(CN(C(=O)c3ccc4c(c3)OCO4)C(C)C)n2)c1	4	5	10	0.4	1.6	5	0.6	40	6	1
O=C(CCc1nc2ccccc2c(=O)[nH]1)NCCN1C(=O)S/C(=C\c2ccccc2Cl)C1=O	12	-11	x	-1.5	-2.2	4	0.6	x	0	13
CCN(CC)c1ccc(NC(=O)c2ccccc2F)cc1	9	6	-6	0.4	0.8	5	1.2	6	10	0
COc1cc(Br)c(-c2sc(Nc3ccccc3)n[n+]2-c2ccc(F)cc2)cc1OC	-5	3	-2	0.6	-2.2	-4	-1.9	20	13	0
CSc1nnc(Cc2ccc3c(c2)OCO3)o1	7	2	1	-0.8	0.1	-4	-1.7	14	4	0
COc1ccc(Cl)cc1-c1cc(C(=O)Nc2ccc(Br)cc2)[nH]n1	3	x	-2	-1.2	-3.2	-2	x	x	11	x
CCSc1nnc(NC(=O)c2cccc(S(=O)(=O)N(C)c3ccc(C)cc3)c2)s1	12	-19	-3	2.0	1.2	3	1.7	13	13	0

Compound profiles (already shown):
COC(=O)c1ccc(NC(=O)C2CC3CCC2C3)cc1 (configuration not stated) is listed with GDH-TPI inh = 2; Rv3671c inh = -8; BoNT F protease = -4; BioA inh = -1.5; FadD28 FP inh = -1.3; Mtb FBA inh = -2; UGM FP inh = -1.5; DUSP3 inh = x; CCHF vOTU inh = -10; MazEF act = 19
COc1ccc(NC(=O)c2ccc3c(c2)C(=O)N(Cc2ccncc2)C3=O)cc1S(N)(=O)=O is listed with GDH-TPI inh = -10; Rv3671c inh = -7; BoNT F protease = -3; BioA inh = -1.2; FadD28 FP inh = 0.7; Mtb FBA inh = 3; UGM FP inh = 0.3; DUSP3 inh = x; CCHF vOTU inh = 7; MazEF act = -29

Next entries follow.
SMILES	GDH-TPI inh	Rv3671c inh	BoNT F protease	BioA inh	FadD28 FP inh	Mtb FBA inh	UGM FP inh	DUSP3 inh	CCHF vOTU inh	MazEF act
COC(=O)C1=CO[C@@H](O[C@@H]2OC(CO)[C@@H](O)[C@@H](O)[C@@H]2O)C2C1CC[C@]2(C)O (some centres not stated)	1	-1	2	-1.4	-0.5	4	-0.5	x	2	9
CCCCCCCCN1[C@@H](CC(=O)O)c2cc(F)ccc2S1(=O)=O	3	-8	3	4.4	-3.6	-2	-0.4	x	6	2
CC(=O)Oc1ccc2c(c1)C(=O)c1ccccc1CO2	0	2	-6	0.8	2.1	4	1.0	10	13	-2
COCCn1c(SCc2nnc(-c3ccc(OC)c(OC)c3)o2)nnc1-c1ccncc1	6	4	-4	-1.2	1.1	-1	1.0	17	16	-15
CN1C(=O)NC(NC(=O)c2ccco2)(C(F)(F)F)C1=O (configuration not stated)	0	3	-1	-0.3	0.9	0	-0.7	-14	8	16
COc1cccc(-c2noc(C3CCCN(C(=O)c4ccc(F)cc4F)C3)n2)c1 (configuration not stated)	7	-8	x	0.5	0.0	1	-1.3	0	-1	8
CCNc1nc(NCC)n2c(SCC(=O)c3ccccc3F)nnc2n1	-3	-8	-6	x	-3.7	-1	-0.5	17	1	14
CC(c1ccccc1)n1c(-c2ccncc2)n[nH]c1=S (configuration not stated)	-2	0	-4	-0.1	-0.3	1	-2.5	0	1	14
COc1ccc(C(CNC(=O)C(=O)Nc2ccc3c(c2)OCCO3)N2CCN(C)CC2)cc1 (configuration not stated)	12	-5	19	-1.5	0.4	3	6.2	x	2	-12
CCCN1C(=O)S/C(=C/c2ccc(N3CCOCC3)o2)C1=O	21	-20	u	-15	-5.1	-7	1.3	1	-5	-763
CCn1c(SCC(=O)NNC(=O)Cc2ccccc2)nnc1-c1ccccc1	-10	9	-5	-0.4	x	1	0.3	30	-8	4
COc1cccc(OCCCN2CCCCC2)c1	-2	2	-8	-2.2	-3.0	0	0.8	-4	-6	3
Cc1ccc(CC(=O)Nc2cc(C)on2)cc1	-4	-2	-16	-2.2	-4.2	4	5.0	-3	x	11
Cc1[nH]c(C)c(S(=O)(=O)N2CCN(c3ccccc3)CC2)c1C(=O)N1CCCCC1	-9	0	-10	0.4	-0.3	0	1.2	-20	12	-4
Cc1[nH]c(=O)[nH]c(=O)c1/C=N/NC(=O)[C@H](C)NC(=O)OC(C)(C)C	5	0	6	-0.5	-1.2	7	-0.6	27	2	-6
Cc1ccc(-n2nnnc2SCc2ccc(C(=O)O)cc2)cc1C	0	-7	-24	-0.2	-0.9	3	0.1	17	1	-1
N=c1c2c(ncn1CCCO)Oc1c(ccc3ccccc13)C2c1ccccc1 (configuration not stated)	-12	-12	u	x	-7.2	1	0.4	9	-7	26
COC(=O)c1c(NC2=NS(=O)(=O)c3ccccc32)sc2c1CCC(C(C)(C)C)C2 (configuration not stated)	-5	x	-4	-0.3	-2.7	-3	x	x	4	-9
CNCc1ccccc1Sc1ccc(O)c(O)c1	13	-1	-8	x	-1.8	-1	1.3	-5	6	21
CC(=O)c1cccc(CN2CCN(CC=C(C)C)C(CCO)C2)c1 (configuration not stated)	-3	13	-2	-1.3	-4.3	-3	x	17	0	12
Cn1ccnc1SCC(=O)c1cccc(C(F)(F)F)c1	-1	2	0	0.1	-0.5	0	-0.1	46	18	0
C=CCN1C(=O)c2ccc(C(=O)NCCc3ccc(F)cc3)cc2C1=O	9	0	14	-1.1	-1.5	1	-1.1	26	5	2
CCOC(=O)c1c(C)[nH]c(C(=O)C(C)OC(=O)c2cccc(OCc3c(C)noc3C)c2)c1C (configuration not stated)	9	-35	12	0.8	-1.4	9	1.6	6	10	2
C=C1CCN([C@H](C(=O)Nc2ccc(OC)cc2)C(C)C)S(=O)(=O)c2ccccc21	12	-3	-2	0.1	-1.5	4	-1.6	-8	2	4

High-throughput results: PubChem BioAssay, several laboratories
